Source: PubChem BioAssay
TGFb inhibitor: TGF-b pathway inhibition. Potency, µM (titrated, usually from 46.1 µM), for inactives: at the highest dose activity, negative = inhibition, usual class: inhibitors. AID 588855. HepG2 CAGA-GFP TGF-b/SMAD3 reporter, GFP fluorescence, 18 h; TGF-beta stimulated, 500 pg/mL final. actives 1.2% (n = 410,000); further: potency means the concentration at half of the fitted maximal effect; on the % scale 0 is the no-effect control and ±100 the full control effect; nearly all actives have a fitted effect of over 65% in size
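Per well, imaged GFP fluorescence of HEPG2 CAGA-GFP cells gives the signal; cells get compound, then TGF-beta (500 pg/mL final), 18 h at 37 degrees C; %Activity versus -TGF-beta and +DMSO controls.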
Mm-Cpn inhibitor: M. maripaludis TRiC chaperonin inhibition; purified Mm-Cpn ATPase, ADP Transcreener TR-FRET; Potency, µM (titrated, usually from 76.9 µM), for the others: at the highest dose activity, negative = inhibition, hits mostly inhibitors; actives 0.031% (n = 330,000); AID 504842; further: potency means the concentration at half of the fitted maximal effect; on the % scale 0 is the no-effect control and ±100 the full control effect; nearly all actives have a fitted effect of over 80% in size
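Reaction buffer contained 30 mM Tris pH 7.4, 100 mM KCl, 5 mM MgCl2 and 1 mM DTT. Mm-CPN (25 nM final) hydrolysed 10 uM ATP over 30 min at 37°C; ADP was read by HTRF.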
Akt phos inh: inhibitors of Akt phosphorylation | actives 0.32% (n = 360,000) | Neuro2A IGF-stimulated pAkt S473 HTRF, 20 min; active compounds read low | activity change, % for hits at 50 µM | AID 651550; in the data active means activity change below about -80%; inconclusive means mostly about -51% to -80%; further: on the % scale 0 is the no-effect control and ±100 the full control effect
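Single-point screen (50 µM final compound) in Neuro2A cells stimulated 20 min with 6 nM IGF at 37 deg C. After lysis, Ser473-phosphorylated Akt read by HTRF (ex 330 nm, em 615/665 nm) as the 665/615 ratio.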
Abeta yeast res: A-beta toxicity reversal in yeast; yeast expressing A-beta42, growth rescue, OD600, 48 h; response scale: 0% DMSO, 100% iron-clioquinol control; Potency, µM (top dose mostly 46.1 µM), without a hit: at the top dose growth rescue, most hits filed as activators; actives 0.063% (n = 410,000); AID 1347071; further: potency means the concentration at half of the fitted maximal effect; nearly all actives have a fitted effect of over 55% in size
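Growth rescue measured by 600 nm absorbance after 48 h yeast culture at 30 C with compound. Values normalized between DMSO and an equimolar ferric chloride plus clioquinol control.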
Nrf2 activator: activators of Nrf2 (ARE) signaling; actives 0.31% (n = 410,000); AREc32 ARE-luciferase reporter (MCF7-derived line), luminescence, 24 h; AID 624171; Potency, µM (highest dose often 46.1 µM), for inactives: top-dose activation, usual class: activators; further: potency means the concentration at half of the fitted maximal effect; % of control where 0% means no effect; nearly all actives have a fitted effect of over 65% in size
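For detection, Steady-Glo was added and plates sat 30 min at RT; before that, AREc32_Fluc cells grown overnight in OPTI-MEM/5% FBS had been treated with 23 nL compound for 24 hr at 37 deg C.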
Nrf2 block: blocks Nrf2 signaling; A549 ARE-Fluc reporter, luciferase luminescence, 18-24 h; Potency, µM (highest dose often 46 µM), for the others: top-dose activity change, negative = inhibition, usual class: inhibitors; actives 2.1% (n = 360,000); further: potency means the concentration at half of the fitted maximal effect; on the % scale 0 is the no-effect control and ±100 the full control effect; nearly all actives have a fitted effect of over 60% in size
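A549 ARE_Fluc cells (5000/well, 5% FBS OPTI-MEM) pre-incubated 2 h, then treated with compounds 18-24 h at 37C/5% CO2 in concentration-response. CellTiter-Fluor viability read first; BugLite luciferase luminescence after 15 min at room temperature gives Nrf2 activity.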
HepG2 viability: counter-screen for TGF-b inhibitors: cytotoxicity in HepG2 cells; HepG2 CAGA-GFP viability, ATP luminescence, 18 h; Potency, µM (titrated, usually from 46.1 µM), for the others: at the highest dose activity change, negative = cytotoxicity, actives largely listed as cytotoxic; actives 0.76% (n = 410,000); further: potency means the concentration at half of the fitted maximal effect; some results filed as inactive show a strong effect at the top dose
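HepG2 CAGA-GFP cells (1000/well, DMEM with 1% FBS) received compound, then TGF-beta at 500 pg/mL final, and were incubated 18 hours at 37 degrees C. Viability was read by CellTiter-Glo luminescence. Media-only wells were set as complete cell-killing and DMSO as no toxicity.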
A549 viability: counter-screen for Nrf2 inhibitors: cytotoxicity in A549 cells; A549 ARE-Fluc cells, CellTiter-Fluor viability, 18-24 h; Potency, µM (highest dose often 46 µM), for inactives: at the top dose activity change, negative = cytotoxicity, usual class: inhibitors; actives 0.16% (n = 390,000); AID 504648; further: potency means the concentration at half of the fitted maximal effect; on the % scale 0 is the no-effect control and ±100 the full control effect
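Cytotoxicity counterscreen: CellTiter-Fluor fluorescence was measured in A549 ARE_Fluc cells after 18-24 h of compound exposure in a concentration series. The subsequent BugLite luminescent read reports ARE-luciferase activity.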
CCT chaperon mod: modulators of cytosolic chaperonin (CCT/TRiC) activity | activity change, % (test concentration not listed), hits read low | actives 0.3% (n = 360,000) | purified chaperonin ATPase assay, HTRF ADP detection, 30 min | AID 651819; in the data active means activity change below about -30%; further: on the % scale 0 is the no-effect control and ±100 the full control effect
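First, chaperonin was dispensed at 40 nM or 20 nM final depending on batch activity. Next, compounds were pinned at 76 uM and ATP added at 10 uM. After 30 min at 37 °C, ADP detection reagents ran 30 min at ambient temperature.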
Numbers without * were called inactive; i = inactive; ? = inconclusive; . = not tested or not shown; [ ] = remark or other dose. Unless noted, the call rests on the fitted dose curve; in most records, active means well fitted curve in the direction sought with a large enough effect; inconclusive means small, poorly fitted or top-dose-only effect, or another doubt; inactive means no such curve, though single readings can be large; an effect the other way counts as inactive or inconclusive.

SMILES	TGFb inhibitor	Mm-Cpn inhibitor	Akt phos inh	Abeta yeast res	Nrf2 activator	Nrf2 block	HepG2 viability	A549 viability	CCT chaperon mod
COc1cccc(-c2nc(-c3cccs3)no2)c1	14%	-3%	i	-26%	?	?	-7%	7%	-0.5
Cc1ccccc1NC(=O)c1c(C)oc2ccc(O)c(CN3CCCCCC3)c12	?	.	.	-13%	3.8%	?	-38%	-4%	.
CCOc1ccc(N2Cc3ccccc3C2)cc1	?	-2%	i	0%	3.2%	27%	-1%	-8%	1.3
O=C(c1ccc(-c2nc3ccccc3s2)o1)N1CCN(c2ccccc2O)CC1	?	2%	i	12%	3.7%	?	-54%	0%	-0.6
O=Cc1cn(CC(=O)N2CCc3ccccc32)c2ccccc12	-28%	-8%	i	16%	-0.1%	-7%	-34%	7%	-1.6
Cc1cc(-c2cc(C)c(N)cc2C)c(C)cc1N	-4%	.	i	-15%	0.4%	7%	5%	-7%	-4.1
CCCNC(=O)COC(=O)c1ccccc1OCc1ccc(Cl)cc1	-12%	2%	i	-2%	0.6%	3%	-1%	2%	-2.4
Cc1ccc(C(=O)NNC(=O)C2CCN(C(=O)OC(C)(C)C)CC2)cc1	-1%	?	i	-1%	-1.0%	10%	1%	3%	0.2
CCc1ccc(NC(=O)c2sc3nc(C)cc(C)c3c2NC(=O)c2ccccc2)cc1	24%	.	.	1%	-2.3%	-5%	-6%	-7%	.
Cc1cccc2cc3c(N)c(C(=O)Nc4ccc(N5CCOCC5)cc4)sc3nc12	1%	1%	i	-33%[inhibitor]	0.3%	23µM*	-16%	-18%	1.4
Cc1onc(-c2ccccc2)c1NC(=O)OC(C)c1cccnc1 (stereo not given)	-6%	.	i	2%	-1.9%	.	-14%	.	0.2
COc1cc(/C=C/C(=O)OCC(=O)N(C)C2CCS(=O)(=O)C2)ccc1OC(F)F (stereo not given)	0%	-2%	i	-4%	0.6%	8%	-24%	0%	-2.7
O=C(NC1CCCC1)c1cc2nc(-c3ccco3)cc(C(F)(F)F)n2n1	12%	0%	i	-16%	-0.5%	-8%	8%	-3%	-29
Cc1cc(C)c2c(C)c(C(=O)NCc3ccc(S(N)(=O)=O)cc3)oc2c1	3%	-21%	i	-2%	2.7%	-13%	-7%	10%	-3.3
O=C(Cc1ccccc1)NC1c2ccccc2-c2ccccc21	?	-2%	i	-9%	-0.2%	-4%	-19%	8%	0.7
Cc1cc(NC(=O)COC(=O)c2ccc(Cl)cc2)no1	-9%	.	i	2%	0.3%	.	-33%	.	0.7
COC(=O)/C(=N/Nc1ccccc1)N1CCCc2ccccc21	-2%	0%	i	-4%	-0.7%	-4%	-9%	-5%	-0.8
CCc1ccc2oc(-c3ccc(NC(=O)c4cc5ccccc5o4)cc3)nc2c1	-17%	.	.	-12%	0.6%	3%	-10%	-4%	.
CC(=O)Nc1ccccc1-c1nc2ccccc2n(CC(=O)Nc2cccc(C(F)(F)F)c2)c1=O	?	.	.	-3%	0.5%	17%	-26%	8%	.
CN1C(=S)N(c2ccccc2)C(=O)/C1=C/c1ccco1	0%	0%	i	3%	7.8%	3%	3%	-1%	-5.7
N#CC(c1ccccc1)C(CC(=O)c1ccccc1)c1ccccc1 (stereo not given)	0%	.	i	1%	2.5%	.	-16%	.	0.8
Cc1nc2cc(-c3ccccc3)ccc2o1	-4%	3%	i	22%	3.7%	2%	-3%	-2%	-0.3
Cc1ccc2c(c1)N(C(=O)CCC(=O)NCc1cccnc1)CCO2	-17%	0%	i	0%	-1.1%	3%	-23%	3%	-3.5
O=C(NC1C/C(=N/O)c2cc3c(cc21)OCO3)C(F)(F)F (stereo not given)	2%	-17%	i	5%	1.5%	-5%	-4%	1%	-1.1
COc1ccc(CNC(=O)CCC(=O)N2CCN(C(C)=O)CC2)cc1	-5%	2%	i	7%	0.3%	-15%	-8%	1%	1.0
COc1ccc(OC)c(NC(=O)CCN2CCN(c3ccccc3F)CC2)c1	-17%	2%	i	1%	-0.1%	-15%	-14%	-9%	-0.5
CCOc1cc(NC(=O)c2ccco2)c(OCC)cc1NC(=O)c1ccco1	20%	2%	i	-13%	1.0%	3%	17%	5%	-4.6
COc1ccc(CCNC(=O)CCSc2nc(-c3ccco3)cc(C(F)(F)F)n2)cc1	10%	-2%	i	-5%	4.3%	?	-32%	-12%	-1.0
O=C1COc2ccc(S(=O)(=O)N3CCC(C(=O)NCc4ccccc4)CC3)cc2N1	-2%	-1%	i	2%	-0.7%	14%	-27%	7%	-2.2
C=CCSc1nc2ccccc2n1C(=O)/C=C/c1cc(OC)c(OC)c(OC)c1	?	-6%	i	3%	?	?	11µM*	?	-4.0
CC(C)c1onc(C(=O)NCc2ccccc2)c1[N+](=O)[O-]	?	-2%	i	3%	15%	-3%	-7%	10%	-1.5
CCN(C(=O)Cn1c(=O)oc2cc(S(=O)(=O)N3CCCCC3)ccc21)c1ccccc1	12%	.	.	6%	0.4%	?	0%	1%	.
N#CC1(NC(=O)CSc2nc3ccc([N+](=O)[O-])cc3s2)CCCCC1	-41%	-1%	i	-4%	28%	-18%	4%	-13%	1.6
CCn1c(C)c(Br)c(=O)c(C(=O)OC)c1-c1ccc(Cl)cc1	5%	-2%	i	-5%	0.0%	-7%	4%	-4%	-5.3
Cn1cc(CN2CCC(N3CCNC(=O)CC3)CC2)c(-c2ccccc2F)n1	-6%	1%	i	-7%	-0.5%	22%	4%	5%	0.9
CC(C)(C)NC(=O)/C(=C\c1ccco1)NC(=O)c1ccco1	-15%	-16%	i	0%	-0.4%	-19%	6%	-1%	1.6
C[C@@H]1CN([C@@H](C)CO)C(=O)CCCn2cc(nn2)CO[C@H]1CN(C)S(=O)(=O)c1cn(C)cn1	15%	.	i	5%	-1.2%	.	-37%	.	-0.8
Cc1c(C)c2c(C)nn(-c3ccccc3)c2[nH]c1=O	-8%	1%	-108%*	-7%	2.2%	6%	-2%	-1%	-2.7
COC(=O)Cc1cc(=O)[nH]c(/N=C(\N)Nc2ccc(C)cc2C)n1	22%	2%	i	5%	-0.1%	2%	0%	-12%	-3.4
COc1ccccc1OCCNC(=O)CNC(=O)c1ccc2c(c1)OCO2	-2%	-1%	i	2%	0.4%	3%	5%	1%	-3.8
O=C(CCNC(=O)C1CCN(S(=O)(=O)c2ccc(F)cc2)CC1)Nc1nccs1	1%	0%	i	-7%	-0.5%	-19%	5%	1%	-1.6
CCOC(=O)c1ccccc1NC(=O)c1sc2ccccc2c1Cl	5%	.	.	-7%	4.3%	?	-1%	-2%	.
O=C1/C(=C/c2ccccc2)SC(=S)N1CC(=O)N1CCCCC1c1cccnc1 (stereo not given)	?	0%	i	-3%	-0.3%	-13%	-103%	-22%	0.3
CC(CCc1ccccc1)NC(=S)NC1CCCCC1 (stereo not given)	-13%	0%	i	?	2.1%	-15%	-10%	2%	0.3
CCN1CCN(c2ccc(N3CCN(S(=O)(=O)c4cc([N+](=O)[O-])ccc4C)CC3)nn2)CC1	20%	-3%	i	13%	-0.1%	11%	1%	-1%	-0.6
CC1(C(=O)Nc2ccc(Cl)cc2)Cc2c(-c3cccc(C(F)(F)F)c3)ccnc2O1 (stereo not given)	?	.	i	29%	-0.7%	.	-29%	.	-1.2
Cc1ccc(S(=O)(=O)C2(C(=O)Nc3ccc(F)cc3)CC2)cc1	10%	1%	i	7%	-0.6%	.	3%	0%	-2.5
COCCNC(=O)CSc1nc2nn(-c3ccccc3)c(=O)c-2c2n1CCCCC2	18%	1%	i	0%	0.1%	-8%	15%	-8%	-0.1

A draw from above in order of molar mass, rising:
SMILES	TGFb inhibitor	Mm-Cpn inhibitor	Akt phos inh	Abeta yeast res	Nrf2 activator	Nrf2 block	HepG2 viability	A549 viability	CCT chaperon mod
COC(=O)Cc1cc(=O)[nH]c(/N=C(\N)Nc2ccc(C)cc2C)n1	22%	2%	i	5%	-0.1%	2%	0%	-12%	-3.4
CCOC(=O)c1ccccc1NC(=O)c1sc2ccccc2c1Cl	5%	.	.	-7%	4.3%	?	-1%	-2%	.
O=C(CCNC(=O)C1CCN(S(=O)(=O)c2ccc(F)cc2)CC1)Nc1nccs1	1%	0%	i	-7%	-0.5%	-19%	5%	1%	-1.6
C[C@@H]1CN([C@@H](C)CO)C(=O)CCCn2cc(nn2)CO[C@H]1CN(C)S(=O)(=O)c1cn(C)cn1	15%	.	i	5%	-1.2%	.	-37%	.	-0.8

Carrying on.
SMILES	TGFb inhibitor	Mm-Cpn inhibitor	Akt phos inh	Abeta yeast res	Nrf2 activator	Nrf2 block	HepG2 viability	A549 viability	CCT chaperon mod
COc1ccc(/C=C(\C#N)C(=O)N2COCC2(C)C)cc1	4%	1%	i	4%	4.3%	-23%	-1%	-6%	-0.5
O=C(c1ccc(-c2ccccc2)cc1)C1CCCN(Cc2ccncc2)C1 (stereo not given)	-24%	-6%	i	12%	3.0%	-5%	-27%	12%	0.1
Cn1cc(C=C2C(=O)CC(C)(C)CC2=O)c2ccccc21	-4%	0%	i	-10%	2.2%	-3%	-11%	1%	-0.4
CC(C)(C)c1ccc(C(=O)NCCOc2ccccc2)cc1	-2%	-3%	i	1%	-1.9%	?	-4%	1%	-1.3
COc1ccc(/C=c2/sc3n(c2=O)NC2(c4ccccc4)N(C)C(=O)N(C)C2(c2ccccc2)N=3)cc1 (stereo not given)	-3%	2%	i	5%	0.2%	20%	0%	1%	0.5
CC1(C)N=C(SCc2ccccc2Cl)c2ccccc2N1	?	.	.	?	0.4%	?	-35%	1%	.
Nn1cnc2sc3c(c2c1=O)CCC3	-2%	-1%	i	-11%	-0.7%	.	-6%	19%	-1.9
